Screening data (PubChem BioAssay)
procasp3 activ: procaspase-3 (human) activation; actives 0.11% (n = 330,000); recombinant procaspase-3 D3A, Ac-DEVD-pNA absorbance 405 nm; P42574; activation, % at 8.5 µM;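 active means activation above the mean of all tested compounds plus 3 SD, cut at about 21% in these data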;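 further: 0% = DMSO alone and 100% = DMSO wells spiked with extra 5 µM PC-3 D3A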
Target sequence (P42574 whole entry D9A/D28A/D175A): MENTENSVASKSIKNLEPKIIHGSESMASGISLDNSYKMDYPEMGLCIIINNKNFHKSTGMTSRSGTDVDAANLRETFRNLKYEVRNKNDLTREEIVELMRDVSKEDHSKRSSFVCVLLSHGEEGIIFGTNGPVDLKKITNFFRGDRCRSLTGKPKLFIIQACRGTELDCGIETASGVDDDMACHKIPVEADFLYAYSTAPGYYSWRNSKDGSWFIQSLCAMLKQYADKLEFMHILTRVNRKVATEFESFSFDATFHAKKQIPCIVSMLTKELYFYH
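Assay system – Procaspase-3 D3A mutant, all three cleavage aspartates alanine · Controls – DMSO-only low control, 5 µM PC-3 D3A high control · Schedule – 1 h compound preincubation, 2 h substrate hydrolysis at 25 °C · Signal – 405 nm absorbance of p-nitroaniline, reads at 0 and 120 min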
AHR activator: activators of human aryl hydrocarbon receptor | actives 2.5% (n = 320,000) | AID 2796 | activation, % at 5 µM | AHR-responsive luciferase reporter cells, luminescence; in the data active means activation above about 47%;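 further: 0% = vehicle wells and 100% = reference agonist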
Target sequence (P35869 whole entry, looked up): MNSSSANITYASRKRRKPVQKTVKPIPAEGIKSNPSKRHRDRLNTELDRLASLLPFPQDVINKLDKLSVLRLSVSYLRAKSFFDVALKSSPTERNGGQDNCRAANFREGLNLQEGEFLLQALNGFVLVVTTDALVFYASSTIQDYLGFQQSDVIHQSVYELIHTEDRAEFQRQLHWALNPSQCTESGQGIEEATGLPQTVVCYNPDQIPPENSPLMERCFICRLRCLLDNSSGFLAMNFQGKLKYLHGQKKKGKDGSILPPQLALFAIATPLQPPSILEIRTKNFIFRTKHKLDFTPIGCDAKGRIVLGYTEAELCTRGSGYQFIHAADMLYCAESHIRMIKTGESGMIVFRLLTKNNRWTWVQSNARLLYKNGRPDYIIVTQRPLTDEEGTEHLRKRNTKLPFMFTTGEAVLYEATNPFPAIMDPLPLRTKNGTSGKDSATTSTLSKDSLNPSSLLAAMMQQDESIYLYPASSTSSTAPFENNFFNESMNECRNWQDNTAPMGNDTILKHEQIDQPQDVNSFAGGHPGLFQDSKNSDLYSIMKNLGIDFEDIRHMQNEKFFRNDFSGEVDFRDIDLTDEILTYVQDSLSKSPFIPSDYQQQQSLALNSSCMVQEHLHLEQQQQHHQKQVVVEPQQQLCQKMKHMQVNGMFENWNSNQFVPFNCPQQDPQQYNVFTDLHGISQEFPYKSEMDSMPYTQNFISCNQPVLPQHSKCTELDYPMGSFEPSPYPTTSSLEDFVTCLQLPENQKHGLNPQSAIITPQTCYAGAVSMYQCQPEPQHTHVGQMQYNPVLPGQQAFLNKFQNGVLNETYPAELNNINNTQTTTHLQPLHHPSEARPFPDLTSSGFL
LAP4-GFP MLPCN: alters LAP4-GFP fluorescence in TOR pathway yeast screen. actives 0.34% (n = 320,000). GFP response vs DMSO, % at 10 µM. S. cerevisiae LAP4-GFP multiplex, flow cytometry GFP, 3 h; median GFP as percent of DMSO wells. AID 2023;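 active means GFP response vs DMSO above a set limit, about the screen mean plus 3 SD, cut at about 150% in these data; inconclusive means under 70 cell events counted for the yeast strain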
GASC-1 inh: blocks human GASC-1 demethylase activity; Q9H3R0; GST-JMJD2C(1-420) H3K9me3 demethylation, DELFIA europium; inhibition, % at 2.35 µM; actives 0.069% (n = 330,000);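 active means more than half of a compound's replicate wells show inhibition beyond 50%, single wells judged on their own value; inconclusive means some, but no more than half, of replicates pass 50% inhibition; inactive means no replicate passes 50% inhibition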;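 further: signal counts dimethyl H3K9 product captured on neutravidin plate; 0% = median of DMSO wells and 100% = 0.3 times that DMSO median; strong numbers were not always called active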
RPL19A TOR yeast: yeast TOR pathway RPL19A-GFP modulation | S. cerevisiae RPL19A-GFP strain, flow cytometry, 3 h; active compounds read low | percent response vs DMSO, % at 10 µM | actives 0.3% (n = 330,000) | AID 2025;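 active means percent response vs DMSO below 50%; inconclusive means fewer than 70 events counted for the yeast strain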;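 further: median channel GFP fluorescence of the barcoded RPL19A-GFP strain; ratio of sample median GFP to plate DMSO average so 100% = DMSO; lower means less RPL19A-GFP as with rapamycin TOR inhibition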
proCasp7 act: counter-screen: procaspase-7 (human) activation | AID 463210 | activation, % at 8.5 µM | recombinant procaspase-7, Ac-DEVD-pNA absorbance 405 nm; D23A/D198A/D206A triple mutant, cannot self-cleave; scale: DMSO 0, 5 µM enzyme 100 | actives 0.093% (n = 330,000) | P55210;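 active means percent activation above the screen-wide mean plus 3 SD, cut at about 25% in these data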
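Assay system: Uncleavable procaspase-7 mutant enzyme / Input: 2 µM procaspase-7 mutant as dispensed / Dosing: single nominal 8.5 µM compound dose, 0.8% DMSO final / Timing: 1 h enzyme–compound preincubation and 2 h substrate reaction, both 25 °C / Detection: p-Nitroaniline absorbance at 405 nm, read at 0 and 120 min / Replication: singlicate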
Yeast superoxide: yeast age-related superoxide inhibition as caloric restriction mimetic; S. cerevisiae aged cells, superoxide DHE fluorescence; active compounds read low; superoxide response (% of plate mean), % at 10 µM; actives 0.18% (n = 330,000); AID 2690;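 active means superoxide response under a set limit, about three screen SD below normal, cut at about 65% in these data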;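 further: yeast aged for seven days with compound at 30 °C before DHE staining; 100% = average MFI of all compound-treated wells on the plate with controls excluded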
MEP2-GFP yeast: alters MEP2-GFP fluorescence in TOR pathway yeast screen; S. cerevisiae MEP2-GFP strain, flow cytometry GFP, 3 h; 100% = DMSO control level; GFP response vs DMSO, % at 10 µM; actives 0.51% (n = 330,000); AID 2016;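 active means GFP response versus DMSO above a set limit, roughly screen mean plus 3 SD, cut at about 180% in these data; inconclusive means fewer than 70 cells counted for a yeast strain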;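 further: median GFP fluorescence of the barcode-gated MEP2-GFP cells per well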
Starred values were filed as active, the others as inactive; i = inactive; ? = inconclusive; . = no result given; [ ] = dose if it differs, or a comment.

SMILES	procasp3 activ	AHR activator	LAP4-GFP MLPCN	GASC-1 inh	RPL19A TOR yeast	proCasp7 act	Yeast superoxide	MEP2-GFP yeast
C/C(=N\NC(=O)c1c(Cl)c(C)nn1C)c1cccc(NC(=O)c2cccc(F)c2)c1	-3	-10	80	-4	96	11	97	87
COC(=O)c1cc(C)sc1NC(=O)CCCC(=O)O	-7	1	104	10	102	2	106	103
CCOc1ccc(S(=O)(=O)Nc2cccc(Cl)c2)cc1	-2	-1	96	5	94	8	107	103
O=C(Nc1nc(-c2ccco2)c(-c2ccco2)s1)c1ccco1	-12	16	139	-8	94	-22	79	93
NS(=O)(=O)c1ccc(N2N=C(c3ccccc3)CC2c2ccccc2)cc1 (centres undefined)	37*	7	104	-2	104	63*	96	105
Brc1ccc(-c2csc(/N=C/N3CCOCC3)n2)cc1	2	-5	89	3	98	8	127	89
O=C(O)CC/C(=N\NC(=O)c1ccccc1Br)c1ccccc1	7	5	87	-7	99	-6	94	96
CC(=O)NS(=O)(=O)c1ccc(NC(=O)c2oc3c(Cl)cccc3c2C)cc1	4	3	108	1	103	3	103	103
O=C(CSC1CC(=O)N(CC(c2ccccc2)c2ccccc2)C1=O)Nc1ccc(Cl)cc1 (centres undefined)	-4	4	100	-2	91	-6	105	89
COc1ccc(Nc2cc(C)nc3c(C)cccc23)cc1OC	-1	68*	90	-26	97	-1	107	92
Cc1nn(C)c2c(=O)c(=O)c2n(C)[nH]1	-6	0	86	21	95	-2	101	84
C#CCOCCOCCOCCNc1nc(N2CCOCC2)nc(N2CCN(C(=O)[C@H](Cc3cc4ccccc4[nH]3)n3cc([C@@H](N)CC(C)C)nn3)CC2)n1	4	11	.	33	.	-2	.	.
CCn1nc(C(=O)Nc2cccc(S(=O)(=O)N3CCCC3)c2)c2ccccc2c1=O	-7	2	103	7	100	-1	93	121
CCOc1ncccc1C(=O)NCc1ccc(OC)c(OC)c1	-1	19	97	-13	102	4	97	110
CCCc1ccc(C(=O)CN2C(=O)C(=O)N(C3CCCC3)C2=O)cc1	-1	1	112	-1	103	-9	92	103
CC(C)Sc1nnc2n(CCc3ccccc3)c(=O)c3c4c(sc3n12)COC(C)(C)C4	-9	5	115	3	104	-37	104	116
O=C(Cc1ccc(Cl)cc1)Nc1ccccc1Sc1ccccc1	2	3	91	-5	99	-3	101	102
CCOC(=O)C1=C(C)NC(=O)NC1c1ccc(OCCO)c(OC)c1 (centres undefined)	4	0	98	11	96	10	89	103
N#Cc1ccc(C(=O)Nc2cc(S(=O)(=O)N3CCCC3)ccc2OCC(F)(F)F)cc1	0	-1	95	12	99	-3	103	98
C#CCN(CC=C)C(=O)C1CCC(=O)N(CCCc2ccccc2)C1 (centres undefined)	-14	-1	92	-7	100	-8	101	95
Cc1ccc(/C=N/NC(=O)C2=NNC(c3ccccc3)(c3ccccc3)C2)c(O)c1	-8	8	104	13	93	5	80	108
Clc1ccc(CSc2ccc(-c3ccccn3)nn2)cc1	3	4	118	20	98	14	104	105
CCOc1ccc(OCCC(=O)OC(C)C(=O)Nc2ccc(C(C)=O)cc2)cc1 (centres undefined)	8	7	92[may fluoresce green]	5	97[may fluoresce green]	-8	110	103[may fluoresce green]
CCCc1cc(=O)[nH]c(Nc2cc(OC)ccc2OC)n1	-4	44	85	-2	104	5	92	92

Records listed above printed as active in AHR activator.
Structure | procasp3 activ | AHR activator | LAP4-GFP MLPCN | GASC-1 inh | RPL19A TOR yeast | MEP2-GFP yeast
COc1ccc(Nc2cc(C)nc3c(C)cccc23)cc1OC | -1 | 68* | 90 | -26 | 97 | 92

One compound at a time (already shown).
Clc1ccc(CSc2ccc(-c3ccccn3)nn2)cc1 in the list: procasp3 activ = 3; AHR activator = 4; LAP4-GFP MLPCN = 118; GASC-1 inh = 20; RPL19A TOR yeast = 98; proCasp7 act = 14; Yeast superoxide = 104; MEP2-GFP yeast = 105
Cc1ccc(/C=N/NC(=O)C2=NNC(c3ccccc3)(c3ccccc3)C2)c(O)c1 in the list: procasp3 activ = -8; AHR activator = 8; LAP4-GFP MLPCN = 104; GASC-1 inh = 13; RPL19A TOR yeast = 93; proCasp7 act = 5; Yeast superoxide = 80; MEP2-GFP yeast = 108

Following part
SMILES	procasp3 activ	AHR activator	LAP4-GFP MLPCN	GASC-1 inh	RPL19A TOR yeast	proCasp7 act	Yeast superoxide	MEP2-GFP yeast
Cc1ccc(C)c(NC(=S)Nc2ccc(S(=O)(=O)Nc3ncccn3)cc2)c1	0	-3	98	-5	100	4	96	105
CC(C)(C)/C(O)=C(/C#N)c1nc2ccccc2[nH]1	8	16	82	1	102	2	100	101
COc1ccc2nc(N3CCN(C(=O)c4ccc([N+](=O)[O-])o4)CC3)sc2c1	1	1	134	-4	58	-8	77	139
O=C(CCSc1ccccc1)Nc1ccc(OCc2ccccc2)cc1	-1	0	98	-3	96	1	88	100
O=C(O)C1C(C(=O)O)C1(c1ccccc1)c1ccccc1 (centres undefined)	6	-1	98	-1	101	6	110	95
Cc1ccccc1-c1ncc(CN2CCN(C3CCCCC3)C(CCO)C2)cn1 (centres undefined)	1	-2	103	-3	101	5	108	95
COc1ccc(C(F)(F)F)cc1N/C=C\c1nnnn1-c1ccc(C)cc1	2	8	99	-25	98	7	106	95
COc1ccc2c(c1)CCc1c(C(=O)N3CCCCCC3)noc1-2	0	-9	107	3	98	5	98	115
COc1cc(C(C#N)N2N=C(c3ccccc3)CC2c2ccccc2)ccc1O (centres undefined)	-5	38	84	-2	106	-3	76	101
Cc1c(C#N)c2ccccc2n1C	-8	1	106	3	102	-1	98	111
COc1ccc(C(=O)NC(C)Cn2nc(C)cc2C)cc1OC1CCN(C(C)=O)CC1 (centres undefined)	.	.	66	3	108	.	100	95
Fc1ccc2[nH]c3c(NCCN4CCOCC4)ncnc3c2c1	3	75*	88	-2	95	14	93	98
CC(=O)c1ccc(OCC(=O)NCC(c2ccco2)N2CCCCC2)cc1 (centres undefined)	-8	7	86	7	105	12	94	99
O=c1[nH]c2cc(Cl)ccc2n(CCNc2ncc(C(F)(F)F)cc2Cl)c1=O	1	-1	96	-15	90	-7	92	97
Cn1cc(CN2CCC(n3nccc3NC(=O)c3ccccc3Cl)CC2)cn1	7	0	98	5	98	2	98	100
Nc1nccnc1C(=O)OCC(=O)c1ccc[nH]1	1	6	92	6	103	-1	114	105
Cn1c(C(=O)c2ccccc2[N+](=O)[O-])nc2ccccc21	1	48*	83	-3	103	-6	140	115
Cc1nn(-c2ncc(C(F)(F)F)cc2Cl)c(=O)n1-c1ccccc1F	7	-1	103	12	102	7	97	103
CC(=O)OC1CSc2nc3ccccc3n2C1 (centres undefined)	9	0	92	-2	98	4	107	85
CC1CCCCN1Cc1c(O)ccc2c(=O)c(-c3ccc(Cl)cc3Cl)coc12 (centres undefined)	-1	-1	85	11	101	1	101	96
Cc1ccc(-c2c(C(=O)N/N=C/c3ccoc3)nnn2-c2nonc2N)cc1	2	5	96	-3	95	4	99	96
CCOCCCNC(=O)CN1C(=O)NC(Cc2c[nH]c3ccccc23)C1=O (centres undefined)	0	9	99	2	102	5	92	102
C/C(CCc1ccc2c(c1)OCO2)=N\NC(=O)c1ccccc1Cl	8	6	88	2	100	3	97	100
CN(C(=O)COc1ccc(Cl)cc1)C1(C)CCS(=O)(=O)C1 (centres undefined)	-8	1	98	?	100	-3	102	102
O=C1CC[C@H](O)CCN1CCSc1ccc(Br)cc1	4	1	102	2	95	-7	101	105
COc1cccc(OC)c1CN1CCCC(C(=O)c2ccccc2SC)C1 (centres undefined)	10	26	93	17	97	4	90	94
COc1cccc(CNC(=O)CCNS(=O)(=O)c2ccc3[nH]c(=O)oc3c2)c1	3	-2	71	-2	85	-4	102	85
CC(=O)Nc1ccc(NC(=O)CC2SC(=O)N(CC(=O)c3ccccc3)C2=O)cc1 (centres undefined)	-13	3	90	7	103	-22	140	100
O=S1(=O)CCOCCCN1Cc1ccccc1Br	-1	1	118	i	101	5	92	97
CC(N=Cc1nc(-c2ccccc2)oc1O)c1ccccc1 (centres undefined)	1	4	108	2	103	-2	116	101
CCOc1ccc(NC(=O)NCC2CCN(c3ccc(OC)cc3)C2)cc1 (centres undefined)	-3	4	93	22	99	-11	82	103
CCOC(=O)Cc1csc(NS(=O)(=O)c2ccc([N+](=O)[O-])cc2)n1	12	2	85	5	108	4	105	101
CCOC(=O)C1=C(c2ccccc2)N2CCS(=O)(=O)N=C2S1	1	2	102	15	106	-13	76	105
COC(=O)C[C@H]1c2cc(F)ccc2S(=O)(=O)N1C(C)C	5	-3	113	3	103	5	98	107
Cc1cccc(C(=O)NCC(=O)N2CC=C(c3ccccc3)CC2)c1	3	1	102	-9	104	0	90	103
CCOc1ccc(/C=C2/Sc3ccc(C(=O)NCC4CCCO4)cc3N(C)C2=O)cc1OC (centres undefined)	-7	5	107	-8	98	-12	92	102
COC(=O)[C@]1(Cc2ccccc2)N[C@H](CN(C)C(C)=O)[C@@H]2C(=O)N(C)C(=O)[C@@H]21	4	0	105	.	107	10	95	102
CC(=O)Nc1cccc(NC(=O)CSc2nnc3ccccn23)c1	-2	-1	99	7	100	2	93	102
COc1ccc2c(c1)sc(=NC(=O)CS(=O)(=O)c1ccc(F)cc1)n2C	-1	-3	103[may fluoresce violet]	-1	93[may fluoresce violet]	3	83	116[may fluoresce violet]
Cc1sc2ncnc(N3CCC(C(=O)Nc4nc(-c5cccs5)cs4)CC3)c2c1C	-3	7	91	-5	87	-5	126	91
CCS(=O)(=O)c1nc(S(=O)(=O)c2ccc(Cl)cc2)c(N2CCCC2)s1	-6	1	100	-4	109	6	112	111
Cc1ccc2c(c1)sc[n+]2Cc1ccccc1	-16	22	99	9	93	-11	83	96
COc1ccc(NS(=O)(=O)c2ccc(C(=O)N3CCC(C)CC3)cc2)cc1	6	-2	91	11	101	7	96	94
Nc1nc(NC(=O)c2cccnc2)nn1-c1ccccc1	0	3	97	-2	101	0	103	104
Cc1cccn2c(=O)c3cc(C(=O)NC4CCCCCC4)sc3nc12	12	18	95	15	109	6	103	107
Fc1ccccc1COc1ccccc1/C=N/Nc1nc(N2CCCC2)nc(N2CCCC2)n1	14	0	100	11	103	1	85	108
O=C(COc1ncnc2c(Cl)cc(Cl)cc12)N1CCN(S(=O)(=O)c2ccccc2)CC1	-2	3	95	-11	101	3	91	102
Cc1csc(=O)n1CC(=O)OCc1nnc(-c2ccc([N+](=O)[O-])cc2)o1	9	0	107	-33	99	13	103	97
COc1ccccc1C(=O)NC(C)c1nc2ccccc2[nH]1 (centres undefined)	8	20	100	-3	100	3	100	101
CCC(CC)C(=O)Nc1ccc(-c2cn3cccnc3n2)cc1	5	-5	94	-2	101	3	116	102
COc1cc(C(=O)N/C(=C\c2cn(C)c3ccccc23)C(=O)NCCN2CCOCC2)cc(OC)c1OC	9	5	96	-2	98	-8	119	106
O=C(CSc1n[nH]c(-c2ccccc2)n1)Nc1ccc(N2CCOCC2)cc1	-3	1	92	12	99	11	102	102
CCC(=O)N(Cc1cc(=O)[nH]c2ccccc12)c1ccccc1	4	11	96	2	96	-2	105	102
